PglD DTNB = inhibitors of Campylobacter jejuni PglD acetyltransferase. purified PglD enzyme, DTNB colorimetric CoA detection. inhibition, % at 12.5 µM. actives 0.098% (n = 360,000); in the data active = inhibition above about 16%, passing the limit was not always enough; inconclusive = no clear call, values can overlap the other calls; also: strong numbers were not always called active
ARNT-TACC3 inh = disruptors of human ARNT/TACC3 interaction; Q9Y6A5; AlphaScreen His-ARNT PAS-B/GST-TACC3 binding, luminescence; TACC3 fragment carries E629A point mutation; inhibition, % at 9.99 µM; actives 0.66% (n = 390,000); AID 623870;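 active = mean inhibition of replicates at least 50% and at least half of replicates each reaching 50%; inconclusive = half or more replicates reach 50% but mean below 50%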;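 also: 0% = complete ARNT plus TACC3 wells and 100% = ARNT alone without TACC3; many hits fall short of the cut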
RAD52 inh = RAD52 (human) annealing inhibition; P43351; recombinant RAD52 DNA annealing, FRET fluorescence; inhibition, % at 18.7 µM; actives 0.46% (n = 360,000); AID 651710;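 active = every replicate showing at least 50% inhibition; inconclusive = mean inhibition at least 50% but not in every replicate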
Target sequence (P43351 whole entry, looked up): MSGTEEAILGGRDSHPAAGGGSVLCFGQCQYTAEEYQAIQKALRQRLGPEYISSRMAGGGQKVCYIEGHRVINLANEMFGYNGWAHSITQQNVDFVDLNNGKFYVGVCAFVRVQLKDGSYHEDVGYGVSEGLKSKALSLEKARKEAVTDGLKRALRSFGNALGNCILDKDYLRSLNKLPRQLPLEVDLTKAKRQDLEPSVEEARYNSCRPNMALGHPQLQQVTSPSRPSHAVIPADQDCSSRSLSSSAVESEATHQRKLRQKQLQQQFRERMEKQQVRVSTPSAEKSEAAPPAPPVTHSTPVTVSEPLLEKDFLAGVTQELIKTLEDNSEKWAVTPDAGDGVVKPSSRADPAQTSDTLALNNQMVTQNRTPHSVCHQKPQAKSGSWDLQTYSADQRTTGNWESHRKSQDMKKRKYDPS
esBAF inh = inhibitors of esBAF chromatin remodeling in mouse ES cells; Bmi1-luciferase knock-in reporter, 24 h; 100% = twice the neutral-well signal; reporter increase, % at 12.5 µM; actives 2% (n = 350,000); AID 602393; in the data active = activation above about 40%; inconclusive = no clear call, values can overlap the other calls;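 also: 0% = median of the plate's neutral control wells and 100% = double that signal; a rise in the Bmi1 reporter signal indicates esBAF inhibition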
ERp5 inh = blocks human ERp5 reductase activity on insulin; inhibition, % at 9.99 µM; ERp5 insulin aggregation, absorbance 650 nm, 90 min; AID 651711; actives 0.05% (n = 350,000); Q15084;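 active = mean replicate inhibition above about 25%, with every replicate also reaching it, limit read from the data, passing the limit was not always enough; inconclusive = only one of those two criteria met; inactive = neither criterion met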
RAD54 inh = inhibitors of human RAD54 branch migration; Q92698; RAD54 Holliday junction branch migration, FAM/BHQ fluorescence; inhibition, % at 10.4 µM; actives 0.14% (n = 360,000);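 active = mean normalized replicate activity at least 40 and at least half of replicates scoring 40 or more; inconclusive = only one of the two criteria met; inactive = mean below 40 and under half of replicates reaching 40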;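 also: 0% = median of neutral control wells and 100% = median of positive control wells; inhibitors cause a drop in the FAM fluorescence signal; in these data hits start at about 50%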
CASP6 VEID inh = inhibitors of human caspase-6. AID 686996. actives 0.53% (n = 350,000). inhibition, % at 12.5 µM. P55212. purified caspase-6, Z-VEID-R110 cleavage fluorescence;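 active = mean inhibition across replicates at least about 35%, with every replicate also reaching that limit, limit read from the data; inconclusive = only one of the two criteria met; inactive = neither criterion met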;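 also: 0% = median of neutral control wells and 100% = no fluorescence left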
Target sequence (P55212 24-179 limits assumed): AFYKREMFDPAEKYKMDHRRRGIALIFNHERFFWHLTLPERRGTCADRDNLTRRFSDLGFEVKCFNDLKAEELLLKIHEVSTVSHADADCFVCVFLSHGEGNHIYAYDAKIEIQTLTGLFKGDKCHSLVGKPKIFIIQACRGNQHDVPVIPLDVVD
Target sequence (P55212 194-293 limits assumed): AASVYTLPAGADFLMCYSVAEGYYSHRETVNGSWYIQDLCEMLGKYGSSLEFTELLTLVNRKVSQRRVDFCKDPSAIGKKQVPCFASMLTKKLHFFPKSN
E-selectin induc = induces E-selectin expression in human endothelial cells | HUVEC E-selectin immunofluorescence imaging; normalized: neutral wells 0, TNF-alpha wells 100 | activation, % at 7.58 µM | actives 0.37% (n = 260,000) | AID 686992;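 active = mean E-selectin-positive cell signal at least 10% of the positive control, reached in at least 60% of replicates, without over 20% cell loss; inconclusive = no rule given, readout overlaps actives, possibly toxicity-flagged; inactive = the rest, including those meeting only one limit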;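 also: in these data hits start at about 27%; measured in HUVEC primary endothelial cells; signal is the percent of cells scored E-selectin positive by PE staining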
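Read-out: % PE-positive cells | Test system: HUVEC | Doses: One compound dose added by pin transfer | Buffer or medium: EGM-2 over gelatin coat | Signal: Immunofluorescence imaging | Benchmarks: TNF-alpha, DMSO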
The depositor's hits bear a star; ? = inconclusive; / = not tested or not shown; & = joins results of further samples.

Structure | PglD DTNB | ARNT-TACC3 inh | RAD52 inh | esBAF inh | ERp5 inh | RAD54 inh | CASP6 VEID inh | E-selectin induc
Cc1cc(/C=C2\C(=O)NC(=O)N(c3ccccc3F)C2=O)c(C)n1-c1cc(C(=O)O)cc(C(=O)O)c1 | 8 | 1 | -72 | 1 | 2 | -9 | 35 | -0.1
O=C(c1ccc(C(F)(F)F)cc1)C1CCCN(Cc2ccc(CO)o2)C1 (configuration not stated) | 2 | -4 | -9 | 0 | 0 | -2 | 1 | -0.2
COC(=O)c1c(N)n(Cc2ccc(OC)cc2)c2nc3ccccc3nc12 | -4 | 15* | / | 1 | / | 3 | / | /
COC(=O)C1=C(c2ccc(OC)c(OC)c2)C[C@@H]2CC[C@H]1N2C(=O)NCCNC(C)=O | -5 | 1 | -23 | -3 | -10 | 2 | -2 | -0.1
COC(=O)C(O)(c1ccc(NC(=S)NC(=O)c2ccc(Cl)cc2Cl)c(C)c1)C(F)(F)F (configuration not stated) | -5 | -1 | -26 | / | 3 | -4 | 5 | -1.4
C=CCCC1(CC(C)C)C(=O)NC(=S)NC1=O | / | -1 | -4 | / | 2 | / | -1 | -0.2
CN(C)c1cccc(CN2CCN(c3ccccc3)CC2)c1 | 4 | / | -12 | -5 | 2 | -6 | -3 | 0.7
CN(C)[C@@H]1C(=O)C(C(N)=O)=C(O)[C@@]2(O)C(=O)C3=C(O)c4c(O)ccc(Cl)c4[C@@](C)(O)C3C[C@@H]12 (some centres not stated) | -3 | 24 | -6 | 17 | -3 | 3 | 44* | -2.4
O=C(Cn1ncc2c3ccccc3n(Cc3cccc(Cl)c3)c2c1=O)N1CCC2(CC1)OCCO2 | -6 | -1 | -30 | -1 | 0 | 0 | 2 | /
NC(=O)Cn1cc(C(=O)c2ccccc2)c2ccccc21 | -9 | 0 | -11 | 3 | 5 | 10 | -9 | /
O=C1NCN(c2ccccc2)C12CCN(C(c1ccccc1)c1nnnn1C1CCCC1)CC2 (configuration not stated) | 3 | / | -8 | -7 | -9 | 5 | -1 | 0.0
CC1C(c2cccs2)=[N+]([O-])C(C)(C(=O)c2ccc(F)cc2)N1O (configuration not stated) | -2 | -2 | -16 | 0 | 3 | -6 | 1 | /
Cc1ccccc1-c1ccc([C@@H]2[C@@H](CO)N3CCCCN(C(=O)Cc4ccccn4)C[C@@H]23)cc1 | -2 | 2 | -15 | / | 0 | 6 | -1 | -0.2
Cc1cccc(C)c1-n1nnnc1C(CCc1ccccc1)N1CCC(n2c(=O)[nH]c3ccccc32)CC1 (configuration not stated) | 4 | / | -18 | -11 | 0 | -19 | -1 | -0.1
COC(=O)C1=C(c2ccccc2)C[C@@H]2CC[C@H]1N2C(=O)NCCO | 3 | / | -12 | -8 | -4 | -31 | 1 | -0.1

The closing two records of the part above lead into the next.
Structure | PglD DTNB | ARNT-TACC3 inh | RAD52 inh | esBAF inh | ERp5 inh | RAD54 inh | CASP6 VEID inh | E-selectin induc
Cc1cccc(C)c1-n1nnnc1C(CCc1ccccc1)N1CCC(n2c(=O)[nH]c3ccccc32)CC1 (configuration not stated) | 4 | / | -18 | -11 | 0 | -19 | -1 | -0.1
COC(=O)C1=C(c2ccccc2)C[C@@H]2CC[C@H]1N2C(=O)NCCO | 3 | / | -12 | -8 | -4 | -31 | 1 | -0.1
O=C(Nc1ccc(Cl)cc1)N1CC2CC(C1)c1cccc(=O)n1C2 (configuration not stated) | -6 | -4 | -22 | 16 | -3 | -4 | -1 | 0.1
CC1([N+](=O)[O-])COP(=O)(NCc2cccnc2)OC1 (configuration not stated) | / | -3 | 2 | / | -3 | / | -3 | -0.1
c1ccc2cc(C3N4CCCN34)ccc2c1 (configuration not stated) | / | -6 | 12 | / | 0 | / | -38 | 0.1
CC(=O)OC1(c2ccccc2)CCN(C)CC1(C)C (configuration not stated) | -2 | -2 | -3 | -3 | 1 | 0 | 4 | 0.0
Cc1cc(C)c2c(ccc3cccc[n+]32)c1 | -3 | / | 9 | / | / | 42 | -3 | /
COC(=O)C1=C(c2ccc(-c3ccccc3)c(F)c2)C[C@@H]2CC[C@H]1N2C(=O)NCCc1ccccc1 | -2 | 0 | -6 | 1 | 19 | 4 | 1 | 0.2
CC(=O)N(C1=NCCCS1)c1ccccc1Cl | -2 | -1 | -12 | 3 | 0 | -1 | -3 | 14
CNCC(C)c1ccccc1 (configuration not stated) | / | 6 | 1 | / | -1 | / | 0 | /
O=C1C2(c3ccccc3)CN3CN(C2)CC1(c1ccccc1)C3 | 6 | -2 | -23 | 0 | -1 | 10 | 0 | /
CN1C[C@H](CO)C[C@@H]2c3cccc4[nH]cc(c34)C[C@H]21 | -1 | -45 | -23 | 5 | -1 | 2 | 3 | 0.3
CC1(C)CSC(Nc2ccc(F)c(Cl)c2)=N1 | -9 | -3 | / | 38 | / | -1 | / | /
O=C(NC1(C(F)(F)F)Oc2ccc(Cl)cc2O1)N1CCC2(CC1)OCCO2 (configuration not stated) | 3 | 1 | / | -1 | / | -4 | / | /
CCOC(=O)[C@]12Cc3ccccc3[C@H]1N(C(C)C)C(=O)c1ccccc12 | / | / | -14 | / | -5 | / | 4 | 0.0
COc1cc(C(=O)N2Cc3ccccc3-n3nncc3C2)cc(OC)c1OC | -3 | / | -5 | -3 | 2 | 8 | -1 | 9.9
O=C1NC(=S)NC(=O)C12C(c1ccccc1)NC(=S)NC2c1ccccc1 (configuration not stated) | / | 1 | -4 | / | 5 | -23 | 12 | /
CCc1ccccc1NC(=O)CN1CCN(C(=O)COc2ccccc2C#N)CC1 | -1 | -8 | -16 | -12 | -3 | 5 | -2 | /
CN1C(=O)C(C2c3ccccc3C(=O)N2Cc2ccccc2)C(=O)N(C)C1=O (configuration not stated) | -5 | -7 | / | -4 | / | 0 | / | /
Cc1ccc2c(c1)CC1(CN2C)C(=O)NC(=O)N(c2ccc(C)c(C)c2)C1=O (configuration not stated) | -1 | 2 | / | 1 | / | 6 | / | /
CC(=O)C1CCC2C3CCC4CC(O)CCC4(C)C3CCC12C#N (configuration not stated) | -3 | / | -5 | 3 | -4 | 5 | 0 | 4.7
CN=C(SCc1cc2c(cc1Cl)OCO2)c1c(O)n(C)c(=O)n(C)c1=O | 2 | -3 | / | 9 | / | -5 | / | /
COc1cccc(-n2nc(C(=O)N3CCC4(CC3)OCCO4)c3ccccc3c2=O)c1 | -5 | -7 | / | -3 | / | -10 | / | /
O=C1c2ccccc2-n2nnc(-c3ccccc3)c2C2c3cc(Br)ccc3CCN12 (configuration not stated) | -2 | / | -3 | 5 | -2 | 8 | 2 | 0.4
O=C(c1ccco1)C12CN3CN(CN(C3)C1)C2 | 10 | -12 | / | -2 | / | -10 | / | /
O=c1[nH]c2ccccc2n1C1CCN(C(c2ccnc3ccccc23)c2nnnn2Cc2ccccc2)CC1 (configuration not stated) | -4 | / | -19 | -4 | 7 | 0 | 1 | -0.2
C/C=C/c1ccc(C2[C@@H]3CN(C(C)=O)C[C@H]2N3)cc1 (some centres not stated) | / | / | 14&19 | / | ? | / | -14&-27 | 0.0&0.0
C[C@@H]1C[C@@H]([C@H](O)CC2CC(=O)NC(=O)C2)C(=O)[C@@H](C)C1 | -3 | / | -12 | -67 | -4 | 4 | 2 | /
Cn1c(O)c(C=Nc2ccccc2)c(=O)n(C)c1=O | 1 | -8 | -11 | 5 | 4 | -2 | 4 | 0.0
O=C(CN1C(=O)CN=C(c2ccccc2)c2ccccc21)NCc1ccco1 | -12 | 20 | / | 0 | / | -13 | / | /
CN1CCN(C(=O)COc2ccc(S(=O)(=O)NCc3ccccc3)cc2Cl)CC1 | 1 | 2 | / | 6 | / | 0 | / | /
CO[C@@H]1C=CC23c4cc5c(cc4CO[C@]2(O)CN(C)[C@H]3C1)OCO5 (some centres not stated) | -5 | 6 | 0 | 3 | 5 | -1 | 2 | 0.0

Rewritten with each value named: part of the list above
> Cn1c(O)c(C=Nc2ccccc2)c(=O)n(C)c1=O
  PglD DTNB: 1
  ARNT-TACC3 inh: -8
  RAD52 inh: -11
  esBAF inh: 5
  ERp5 inh: 4
  RAD54 inh: -2
  CASP6 VEID inh: 4
  E-selectin induc: 0.0
> O=C(CN1C(=O)CN=C(c2ccccc2)c2ccccc21)NCc1ccco1
  PglD DTNB: -12
  ARNT-TACC3 inh: 20
  RAD52 inh: /
  esBAF inh: 0
  ERp5 inh: /
  RAD54 inh: -13
  CASP6 VEID inh: /
  E-selectin induc: /
> CN1CCN(C(=O)COc2ccc(S(=O)(=O)NCc3ccccc3)cc2Cl)CC1
  PglD DTNB: 1
  ARNT-TACC3 inh: 2
  RAD52 inh: /
  esBAF inh: 6
  ERp5 inh: /
  RAD54 inh: 0
  CASP6 VEID inh: /
  E-selectin induc: /
> CO[C@@H]1C=CC23c4cc5c(cc4CO[C@]2(O)CN(C)[C@H]3C1)OCO5 (some centres not stated)
  PglD DTNB: -5
  ARNT-TACC3 inh: 6
  RAD52 inh: 0
  esBAF inh: 3
  ERp5 inh: 5
  RAD54 inh: -1
  CASP6 VEID inh: 2
  E-selectin induc: 0.0

Later entries:
Every second line gives: PglD DTNB, ARNT-TACC3 inh, RAD52 inh, esBAF inh, ERp5 inh, RAD54 inh, CASP6 VEID inh, E-selectin induc
C[C@]12CCC(=O)C(O)=C1CC[C@@H]1[C@@H]2CC[C@]2(C)C(=O)CC[C@@H]12
→ 3, -1, -8, 0, 5, 7, /, 0.1
NC(Cc1ccccc1)c1nc2ccccc2[nH]1 (configuration not stated)
→ 0, 37, -18, 15, 1, -14, 2, -0.2
O=C(CCc1nnc2ccc(NCc3ccc(F)cc3)nn12)N1CCC2(CC1)OCCO2
→ -3, -6, 7, -5, 0, -9, 2, 5.1
O=C(NCC1=C(c2ccc3ccccc3c2)C[C@@H]2CC[C@H]1N2Cc1ccco1)c1cccs1
→ -4, /, -24, -6, 4, 0, 1, 0.1
O=C(Nc1cccc2ccccc12)c1nn(C23CC4CC(CC(C4)C2)C3)cc1Br
→ 2, 2, /, 3, /, -18, /, /
C/C=C/c1ccc(C2[C@@H]3CN(Cc4nccs4)C[C@H]2N3)cc1 (some centres not stated)
→ /, /, 23&49, /, 6&-7, /, 2&0, 0.2&0.0
CCCCn1c(O)c(C(C)=NCCCN(CC)CC)c(=O)[nH]c1=O
→ 1, 12, /, -7, /, 1, /, /
O=C(O)c1cccc2c1NC(c1cccc([N+](=O)[O-])c1)C1CC(Sc3ccccc3[N+](=O)[O-])C(Cl)C21 (configuration not stated)
→ /, 13, -15, 4, -1, /, 54*, -0.2
COC(=O)CC1(CC(=O)OC)C(=O)N(c2ccccc2)C(=O)N(c2ccccc2)C1=O
→ -3, -6, -10, 0, 0, 2, 0, -0.1
FC(F)(F)c1ccc(CNCCc2ccc3c(c2)OCO3)cc1
→ -1, -10, 0, 0, 3, 7, -4, 0.0
CCCCCn1c(=O)c(C(=O)Nc2ccccc2S(N)(=O)=O)c(O)c2ccccc21
→ /, 4, -12, /, -1, /, -1, -1.5
C=CC[C@@H](CC/C=C/C=C/CC/C=C\[C@@H]1CSC([C@@H]2C[C@@H]2C)=N1)OC
→ 0, -3, /, 0, /, 2, /, /
Cc1ccc(-c2cc(C(F)F)n3ncc(C(=O)N4CCC5(CC4)OCCO5)c3n2)cc1
→ 3, -5, -3, 4, 4, -1, 2, /

A portion of the library; count on the stated rates, not on these rows.
